NPY-Y1 antag: NPY-Y1 receptor antagonists, primary screen, cell-based; HEK293-CNG Y1 cells, membrane potential fluorescence; NPY at EC95, then isoproterenol; inhibition, % at 3.6 µM; hit rate 1% among 200,000; AID 1040, 2008;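 active means inhibition above the campaign mean inhibition of all tested compounds plus 3 SD, cut at about 20% in these data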;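 further: 0% = DMSO wells given NPY plus isoproterenol and 100% = isoproterenol alone without NPY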
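Test system – HEK293 Y1/CNG channel cell line · Also added – NPY agonist 25 nM, then isoproterenol 1 µM plus Ro 20-1724 25 µM · Compound dosing – one concentration, 3.6 µM, in 0.4% DMSO · Schedule – compound incubation 1 h at room temperature, readout 45 min post-stimulation · Technique – fluorescence, membrane potential probe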
eIF4E 4G PPI: eIF4E–eIF4G protein interaction inhibitors, primary screen, biochemical, uHTS, TR-FRET, eIF4GI fragment | Eukaryotic translation initiation factor 4E (Mus musculus) + Eukaryotic translation … | TR-FRET eIF4E-eIF4GI(517-606) binding, 2 h | inhibition, % at 21.7 µM | hit rate 0.37% among 220,000 | AID 782, 2007;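 active means inhibition above about 30%, limit read from the data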;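 further: 0% = full FRET control wells and 100% = background wells lacking eIF4GI fragment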
EP2 modulator: EP2 receptor modulators, cAMP readout, primary screen, cell-based, HTRF cAMP, PGE2 stimulation. EP2-expressing cells, cAMP HTRF FRET, PGE2 co-stimulation. Prostaglandin E2 receptor EP2 subtype (Homo sapiens), P43116. induction, % at 25 µM. AID 940, 2007. hit rate 0.83% among 260,000;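 active means compounds whose cAMP rise, as percent of the full-agonist control response, exceeds 60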;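 further: rat C6 glioma line stably carrying human EP2 under a CMV promoter; the protocol text gives 20 µM as final concentration; 100% = response of wells given 1 µM PGE2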
p97 ATPase inh: inhibitors of human p97 ATPase, primary screen, biochemical | inhibition, % at 8 µM | recombinant p97 ATPase, Kinase-Glo ATP luminescence, 3 h | hit rate 0.42% among 220,000 | Transitional endoplasmic reticulum ATPase (Homo sapiens), P55072; in the data active means inhibition above about 15%;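 further: 0% = DMSO vehicle and 100% = wells lacking enzyme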
Target sequence (P55072 whole entry, looked up): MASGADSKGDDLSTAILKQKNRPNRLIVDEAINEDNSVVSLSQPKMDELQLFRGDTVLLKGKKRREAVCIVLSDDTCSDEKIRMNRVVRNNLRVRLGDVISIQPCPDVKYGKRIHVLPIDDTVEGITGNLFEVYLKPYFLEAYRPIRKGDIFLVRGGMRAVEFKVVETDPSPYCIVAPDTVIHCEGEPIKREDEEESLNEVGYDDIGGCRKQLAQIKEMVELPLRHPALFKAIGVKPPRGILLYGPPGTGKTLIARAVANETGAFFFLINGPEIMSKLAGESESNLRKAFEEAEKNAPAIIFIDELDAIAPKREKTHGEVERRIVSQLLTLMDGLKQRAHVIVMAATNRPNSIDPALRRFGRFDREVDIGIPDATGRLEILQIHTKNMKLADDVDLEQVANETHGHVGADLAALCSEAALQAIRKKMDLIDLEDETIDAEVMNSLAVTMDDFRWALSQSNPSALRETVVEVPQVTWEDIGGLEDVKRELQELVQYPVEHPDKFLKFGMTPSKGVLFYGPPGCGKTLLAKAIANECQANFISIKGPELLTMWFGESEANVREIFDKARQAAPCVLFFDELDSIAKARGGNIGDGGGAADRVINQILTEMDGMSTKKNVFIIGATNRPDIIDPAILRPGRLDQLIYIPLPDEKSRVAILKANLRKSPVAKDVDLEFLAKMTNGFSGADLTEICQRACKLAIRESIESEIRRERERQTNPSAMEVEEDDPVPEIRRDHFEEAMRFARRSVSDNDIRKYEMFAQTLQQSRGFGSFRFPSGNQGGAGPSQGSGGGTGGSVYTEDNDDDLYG
PGE2 EP2 inh: human EP2 receptor antagonists, primary screen, TR-FRET cAMP, C6 glioma cells; C6 glioma cells expressing human EP2; cells stimulated with saturating PGE2; hit rate 0.52% among 260,000; Prostaglandin E2 receptor EP2 subtype (Homo sapiens), P43116; inhibition, % at 25 µM;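 active means percent inhibition above 40 after rounding to a whole number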;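 further: rat C6 glioma host cells with rolipram phosphodiesterase inhibitor present; the protocol text gives 20 µM as final concentration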
NPY2 pot ag: NPY-Y2 potentiators or agonists, primary screen, cell-based; hit rate 0.45% among 220,000; activation, % at 3.6 µM; AID 1359, 2008; Neuropeptide Y receptor type 2 (Homo sapiens), P49146; cells expressing NPY-Y2, potentiator/agonist read-out; in the data active means activation above about 27%;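 further: cells stimulated with NPY near EC25 plus isoproterenol at EC100; 0% = vehicle plus submaximal agonist and 100% = vehicle plus saturating agonist; some results beyond the cut were filed as inactive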
NPY1 pot ag: NPY-Y1 receptor potentiators or agonists, primary screen, cell-based; Neuropeptide Y receptor type 1 (Homo sapiens), P25929; NPY-Y1 expressing cells, potentiator/agonist activation; activation, % at 3.6 µM; hit rate 0.37% among 220,000; AID 1304, 2008; in the data active means activation above about 33%, passing the limit was not always enough;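 further: cells stimulated with NPY at EC10 then isoproterenol at EC100; 0% = low agonist plus stimulus and 100% = saturating agonist plus stimulus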
S1P4 ag: S1P4 receptor agonists, primary screen, cell-based; Sphingosine 1-phosphate receptor 4 (Homo sapiens), O95977; hit rate 0.35% among 220,000; activation, % at 4.98 µM; AID 1509, 2009; S1P4-expressing cell line, agonist reporter assay; in the data active means activation above about 11%;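 further: 0% = DMSO vehicle and 100% = reference agonist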
S1P4 antag: S1P4 receptor antagonists, primary screen, cell-based | Sphingosine 1-phosphate receptor 4 (Homo sapiens), O95977 | S1P4-expressing cells, antagonist mode, reporter read-out | inhibition, % at 4.98 µM | hit rate 0.26% among 220,000; in the data active means inhibition above about 29%;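 further: 0% = wells stimulated with agonist and 100% = vehicle wells without agonist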
* = called active by the depositor; · = no result given; & = joins results of further samples; [ ] = remark or other dose. The list is partial; count on the stated rates, not on these rows.

Below each compound: NPY-Y1 antag	eIF4E 4G PPI	EP2 modulator	p97 ATPase inh	PGE2 EP2 inh	NPY2 pot ag	NPY1 pot ag	S1P4 ag	S1P4 antag
- C=C(Br)Cn1c(CC(C)C)nc2ccccc21
→ 3	0	25	-1	8	-26	-17	0.7	15
- CCOc1ccc(-c2cn(-c3cccc(SC)c3)c(=O)[nH]2)cc1
→ 3	7	-20	2	10	-1	-13	0.7	-11
- CCC(=O)Nc1cc(OC)c(NC(=O)c2ccccc2)cc1OC
→ 2	-11	4	0	11	7	21	-4.2	-9
- O=C(NC1CCCC1)C(=O)N(Cc1cccnc1)C(C(=O)NC1CCCC1)c1ccco1 (stereo not given)
→ 0	3	21	-2	6	6	7	-0.2	-9
- CCCC(=O)NCc1cc(-c2nn(C)c(=O)c3ccccc23)ccc1OC
→ 6	4	-2	6	8	4	0	-1.4	-6
- Cn1cc[nH]c1=S
→ 2	3	37&9	-3	11	2	1	-0.7	-1
- O=C(O)C1(P(=O)(c2ccccc2)c2ccccc2)CCC1
→ -3	6[fluorescence artefact?]	8	0	9	-7	-6	-0.8	-13
- COc1ccc2cc3cc(C(=O)NC(C)C)oc3nc2c1
→ 1	8[fluorescence artefact?]	-14	3	8	15	-12	-3.7	-6
- COc1cc([C@H]2[C@@H]3CCCC[C@]3(O)CCN2CC(=O)Nc2ccc(C)cc2C)ccc1O
→ 15	2	2	3	8	5	-7	-0.2	3
- Cc1cc(NC(=O)CS(=O)(=O)Cc2ccccc2)no1
→ -1	-1	27	5	1	2	16	1.1	6
- CCOC(=O)COn1c(=O)c(-c2ccco2)[n+]([O-])c2ccccc21
→ -4	0[fluorescence artefact?]	-15	1	16	-9	-18	0.8	-1
- Cc1ccc(NC(=O)Nc2nc(-c3ccc(C)s3)cs2)cc1
→ -3	-11	-4	5	23	4	27	-0.9	-5
- CC(=NCCc1ccccc1)C1=C(O)CCC1=O
→ 7	-2	25	-3	12	-4	-1	-0.4	-3
- CCOc1ccc(Oc2nc(NCC(C)C)nc(N(C)C)n2)nn1
→ 1	6	19	-5	8	-14	-11	0.2	6
- COc1cccc(-c2c(NC(=O)c3ccco3)n(-c3ccc(C)cc3)nc(C)c2=O)c1
→ 3	-10	22	-1	3	-4	5	0.2	-12
- CC(NC(=O)C12CC3CC(CC(C3)C1)C2)C(=O)N/N=C/C1=C(N2CCOCC2)C(=C\c2cccc([N+](=O)[O-])c2)/CC1 (stereo not given)
→ 2	4	-7	6	7	-2	-7	-1.5	-7
- Brc1ccc(C=Nc2ccc(Nc3ccccc3)cc2)s1
→ 0	4[fluorescence artefact?]	41	2	7	16	40*	0.8	12
- COc1ccccc1-c1ccc(Nc2cccc(C(C)=O)c2)nn1
→ -6	-7	-13	6	8	-1	-10	0.1	-3
- COC(=O)c1c(NC(=O)c2nc3nc(C)cc(C(F)F)n3n2)sc2c1CCC2
→ -1	1	6	0	10	21	15	0.2	-26
- O=c1c2nnn(-c3ccccc3)c2ncn1C/C=C/c1ccccc1
→ -2	1	-21	-1	8	-2	-4	2.8	6
- COc1ccc(NC(=S)N2CCCC2)cc1
→ 8	3	-6	-8	0	13	-11	-1.4	-7
- Cc1cc(=O)[nH]c(SCC(=O)Nc2ccccc2C)n1
→ 2	-2	37	2	10	9	23	0.8	4
- O=[N+]([O-])c1cc(CN2CCOCC2)c2cccnc2c1O
→ -1	33*	25	5	8	-8	-2	-0.5	10
- Cc1cc(-c2cccnc2)c(C#N)c(SCC#N)n1
→ 7	9	-11	1	16	-16	-27	0.2	5
- Cc1c(N(C(=O)c2ccccn2)C2(C(=O)NC3CCCC3)CCCCC2)c(=O)n(-c2ccccc2)n1C
→ -4	-1	5	2	4	-12	14	-0.7	-12
- COc1cc(/C=N/Nc2nc(-c3ccc(S(=O)(=O)N(C)C)cc3)cs2)ccc1O
→ ·	44*	-53	5	21	4	25	-1.6	5
- Cc1nnc(SCC(=O)Nc2ccc(N3CCOCC3)cc2)n1-c1ccccc1
→ 0	-4	12	0	16	-5	18	0.6	-22
- Cc1c(C(=O)c2ccc(N(C)C)cc2)c2ccccn2c1CCC#N
→ -1	3	-47	2	15	-6	-6	-1.9	9
- Nc1nnc(-c2ccccc2F)s1
→ -2	-2	7	0	3	-2	-12	-0.7	-8
- Cc1sc2ncn3c(C)nnc3c2c1C
→ 2	-2	19	6	0	5	11	-0.7	10
- CC1=C(C(=O)NCc2ccccn2)C2(CCC(C)CC2)OC1=O (stereo not given)
→ 6	3	23	6	·	-1	-16	5.3	-14
- NC(=O)CSc1nc2cc([N+](=O)[O-])ccc2n1-c1cccc(C(F)(F)F)c1
→ -5	9	40	2	6	-3	-31	1.2	-4
- O=C(CCc1ccccc1)Nc1cccc(-c2nnc(-c3ccco3)o2)c1
→ 1	-3	-45	0	16	6	-3	0.5	-2
- O=C(Nc1ccc(N2CCCCC2)cc1)c1ccc2ccccc2n1
→ 14	3	43	-4	2	2	-8	0.9	-16
- Cc1csc(NC(=O)c2ccc(C)c(S(=O)(=O)N3CCOCC3)c2)n1
→ -3	3	-67	2	3	-1	7	0.7	-9
- S=c1[nH]nc(-c2cc(-c3ccccc3)n[nH]2)n1/N=C/c1cccc(Cl)c1
→ ·	-19	38	-8	6	-39	-32	0.3	0
- CS(=O)(=O)c1ccc2nnn(OCC(=O)Nc3cccc(C#N)c3)c2c1
→ ·	4	-11	-3	9	-8	-21	-0.2	0
- Cc1noc(C)c1CN1C(=O)NC2(CCCCCCC2)C1=O
→ 5	9[fluorescence artefact?]	-3	-1	16	-9	0	-0.7	-6
- O=C(CCC(=O)c1ccc(F)cc1)Nc1ccccc1Cl
→ 3	1[fluorescence artefact?]	-24	1	6	-6	0	-0.8	12
- CCOc1ccc(/C=C2\SC(=S)N(Nc3ccccc3)C2=O)cc1OC
→ -1	3[fluorescence artefact?]	17	0	2	10	14	0.9	-31
- COc1cc(CNc2ccc(O)cc2)cc(Br)c1OCc1ccccc1
→ -1	-6	6	6	7	-5	3	1.4	-15
- CCN1CCCC1CNS(=O)(=O)c1ccc(C(=O)Nc2ccccc2)cc1 (stereo not given)
→ 1	6	1	-2	10	-13	-24	-1.9	-2
- O=c1cnnc(Nc2ccccc2F)[nH]1
→ -1	3	10	8	4	8	20	0.5	1
- CCC(C)(C)n1nnnc1CN1CCN(c2nc3ccc(C)cc3cc2C#N)CC1
→ 0	-4	-23	2	12	-8	8	-0.8	-7
- CCOC(=O)c1cn2nc(Oc3ccccc3)ccc2n1
→ ·	-8	-30	0	4	14	19	0.8	-9
- Cc1ccc(S(=O)(=O)c2c(N)n(CCN3CCOCC3)c3nc4ccccc4nc23)cc1C
→ -1	-19[fluorescence artefact?]	46	-2	23	10	3	-1.9	2
- O=c1[nH][nH]cc1C=Nc1ccccc1O
→ 3	-10	-5	-3	8	-4	-4	-0.6	0
- COc1ccc(CNC(N)=O)cc1OC
→ 2	-3	10	1	12	3	-16	2.7	-29
- c1ccc(CN2CCC(=NNc3nc4ccccc4[nH]3)CC2)cc1
→ -1	-8	-62	4	9	-3	4	2.1	-21
- Cc1[nH]c2ccccc2c1-c1csc(NC(=O)CN2CCOCC2)n1
→ -2	6	-24	2	1	16	-1	-0.1	-10
- O=Cc1ccccc1Oc1ccccc1
→ -4	2	33	3	16	7	7	1.3	-14
- Cc1ccc(C(=O)Nc2ccc(Cl)cn2)cc1
→ 1	-1	11&-4	-1	4&11	-11	11	-1.3	12
- O=C(COC(=O)/C=C/c1ccc([N+](=O)[O-])cc1)NCc1ccc2c(c1)OCO2
→ ·	-4	7	13	9	7	-17	-1.6	-8
- COc1ccc(S(=O)(=O)NNC(=O)C2CC(c3cccnc3)=NO2)cc1 (stereo not given)
→ -2	1	20	5	10	-3	8	0.1	3
- O=C(Nc1ccc(Cl)cc1)Nc1ccc(Oc2cccnc2)nc1
→ ·	-1	-78	-11	3	22	21	0.0	16
- CC(C)CC(=O)Nc1cccc(NC(=O)c2ccccc2Cl)c1
→ 3	2[fluorescence artefact?]	-39	6	7	10	-17	0.9	-22
- COc1ccc(Cc2nn3c(-c4ccccc4Br)nnc3s2)cc1
→ -3	1	-9	1	8	7	-7	-1.2	7
- Cc1cccc(Cn2cc(/C=C/[N+](=O)[O-])c3ccccc32)c1
→ 10	-19	39	3	15	10	-7	2.0	7
- COC(=O)C1CSC(C)(C)C(=O)N1 (stereo not given)
→ -1	2	29	-1	5	6	-14	-1.1	-14
- Cc1cc(C)nc(Nc2n[nH]c(-c3cccc4ccccc34)n2)n1
→ 1	4	-11	1	·	-8	0	0.1	-26

Further records
Below each compound: NPY-Y1 antag	eIF4E 4G PPI	EP2 modulator	p97 ATPase inh	PGE2 EP2 inh	NPY2 pot ag	NPY1 pot ag	S1P4 ag	S1P4 antag
- CSc1ccc(Cl)c(C(=O)NCCOc2ccccc2)c1
→ -1	-2	-21	2	16	7	-8	1.4	10
- CCC(CO)NCc1ccc(-c2ccccc2)cc1 (stereo not given)
→ 8	0[fluorescence artefact?]	13	5	7	-8	-26	0.3	-23
- O=c1[nH]c(SCc2ccc(Cl)cc2)nc2ccsc12
→ 16	-3	20	-7	4	-39	-44	0.5	-96
- CN1C(=S)SC(C)(NO)C1(C)C (stereo not given)
→ 6	1	26	-6	2	-6	-6	2.2	-4
- COc1ccc(/C=N/NC(=O)c2cccnc2)cc1CN1CCc2cc(OC)c(OC)cc2C1C (stereo not given)
→ -2	-2	-4	1	7	1	-8	0.1	-9
- COc1ccc(-c2cc(C(F)(F)F)nc(SCC(=O)Nc3sc4c(c3C#N)CCC4)n2)cc1
→ 11	-34[fluorescence artefact?]	2	-4	7	6	20	1.3	-23
- CCCCCOC(=O)C1=C(C)Nc2nnnn2C1c1ccc(OC)c(OC)c1OC (stereo not given)
→ 8	2[fluorescence artefact?]	10	-7	4	-1	4	0.8	-13
- CCN1CC(CN(C)Cc2nc(-c3ccc(C(F)(F)F)cc3)no2)CC1=O (stereo not given)
→ -3	-5	1	4	8	16	9	1.1	-11
- COC(=O)N/N=C/c1ccc(OC(=O)c2ccco2)c(OC)c1
→ ·	3	-8	10	2	20	-1	-0.4	4
